Screens deposited in PubChem BioAssay by Dana-Farber Cancer Institute and Novartis Institutes for BioMedical Research (Cambridge, Mass).
USP7 block: inhibitors of human USP7 deubiquitinase. purified USP7, Ub-rhodamine cleavage fluorescence. inhibition, % at 20 µM. Ubiquitin carboxyl-terminal hydrolase 7 (Homo sapiens), Q93009. hit rate 0.3% among 47,000
USP30 block: inhibitors of human USP30 deubiquitinase. Ubiquitin carboxyl-terminal hydrolase 30 (Homo sapiens), Q70CQ3. purified USP30, Ub-rhodamine cleavage fluorescence. inhibition, % at 25 µM. hit rate 5.3% among 47,000. AID 1645860, 2021
Target sequence (Q70CQ3 whole entry, looked up): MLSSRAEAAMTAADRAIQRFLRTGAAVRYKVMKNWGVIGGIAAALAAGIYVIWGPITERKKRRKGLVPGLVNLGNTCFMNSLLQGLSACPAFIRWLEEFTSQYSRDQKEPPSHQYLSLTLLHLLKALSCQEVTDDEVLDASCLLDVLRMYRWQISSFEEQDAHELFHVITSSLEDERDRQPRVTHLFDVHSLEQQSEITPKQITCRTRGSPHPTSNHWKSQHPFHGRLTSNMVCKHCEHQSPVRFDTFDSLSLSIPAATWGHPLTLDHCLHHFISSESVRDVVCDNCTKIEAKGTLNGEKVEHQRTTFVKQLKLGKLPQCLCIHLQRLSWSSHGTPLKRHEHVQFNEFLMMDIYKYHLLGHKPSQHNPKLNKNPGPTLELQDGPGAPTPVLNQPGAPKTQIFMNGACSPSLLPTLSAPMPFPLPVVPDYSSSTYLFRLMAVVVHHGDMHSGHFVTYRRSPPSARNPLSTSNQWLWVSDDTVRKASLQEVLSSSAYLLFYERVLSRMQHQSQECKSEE
USP28 block: inhibitors of human USP28 deubiquitinase; purified USP28, Ub-rhodamine cleavage fluorescence, 30 min; Ubiquitin carboxyl-terminal hydrolase 28 (Homo sapiens), Q96RU2; inhibition, % at 25 µM; hit rate 3% among 47,000
USP17 block: inhibitors of human USP17 deubiquitinase | Ubiquitin carboxyl-terminal hydrolase 17-like protein 5 (Homo sapiens), A8MUK1 | purified USP17, Ub-rhodamine cleavage fluorescence, 3 h | inhibition, % at 50 µM | hit rate 6.5% among 47,000
OTUD3 block: inhibitors of human OTUD3 deubiquitinase; OTU domain-containing protein 3 (Homo sapiens), Q5T2D3; AID 1645858, 2021; purified OTUD3, Ub-rhodamine fluorescence, 2 h; hit rate 0.7% among 47,000; inhibition, % at 25 µM
Target sequence (Q5T2D3 whole entry, looked up, the tested form may be a part): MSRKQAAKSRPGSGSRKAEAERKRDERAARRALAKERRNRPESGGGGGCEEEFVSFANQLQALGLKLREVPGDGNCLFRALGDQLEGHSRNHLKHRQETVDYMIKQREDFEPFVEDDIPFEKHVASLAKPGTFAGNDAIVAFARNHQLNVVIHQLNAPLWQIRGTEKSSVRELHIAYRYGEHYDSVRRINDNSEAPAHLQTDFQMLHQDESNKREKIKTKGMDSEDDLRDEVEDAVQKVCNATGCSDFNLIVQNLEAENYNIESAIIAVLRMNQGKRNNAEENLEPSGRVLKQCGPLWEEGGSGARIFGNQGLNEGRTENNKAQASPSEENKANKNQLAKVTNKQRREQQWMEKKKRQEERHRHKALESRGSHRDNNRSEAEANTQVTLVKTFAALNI
UCHL1 block: inhibitors of human UCHL1 deubiquitinase | inhibition, % at 20 µM | purified UCHL1, Ub-rhodamine cleavage fluorescence | hit rate 0.2% among 47,000 | Ubiquitin carboxyl-terminal hydrolase isozyme L1 (Homo sapiens), P09936
USP8 block: inhibitors of human USP8 deubiquitinase; Ubiquitin carboxyl-terminal hydrolase 8 (Homo sapiens), P40818; purified USP8, Ub-rhodamine cleavage fluorescence, 30 min; inhibition, % at 20 µM; hit rate 4.2% among 47,000; AID 1645853, 2021
USP10 inh: inhibitors of human USP10 deubiquitinase; Ubiquitin carboxyl-terminal hydrolase 10 (Homo sapiens), Q14694; purified USP10, Ub-rhodamine fluorescence, 60 min; inhibition, % at 20 µM; hit rate 1.1% among 47,000
Starred values were filed as active, the others as inactive; · = no result given. Cut-off read from the data, not from the text of the source: active = inhibition above about 30%; inactive = the rest.

SMILES	USP7 block	USP30 block	USP28 block	USP17 block	OTUD3 block	UCHL1 block	USP8 block	USP10 inh
O=C(NCCc1ccc(Cl)cc1)C1CCCN(S(=O)(=O)N2CCCCC2)C1 (stereo not drawn)	-36	-11	0	2	0	1	-4	-2
O=S(=O)(c1ccc(F)cc1)N1CCCn2c(nc3ccccc32)C1	-8	18	4	1	1	0	0	3
COc1ccccc1-c1nc2ccccc2n1C1CCN(C(=O)CCN)CC1	1	0	-1	-4	4	-3	-33	-1
Cc1ccc(NC(=O)c2cnc(N3CCN(C)CC3)nc2C)cc1	1	-2	0	7	5	1	-5	1
COc1ccc(S(=O)(=O)NCC(c2ccc3c(c2)OCO3)N2CCN(C)CC2)cc1 (stereo not drawn)	0	2	0	-4	-4	0	0	0
CC1=C(c2ccc(F)cc2)S(=O)(=O)N=C1Nc1cc(C)cc(C)c1	7	19	6	9	2	0	3	7
COc1ccc(CC(NC(C)=O)C(=O)NC2CCN(c3c(Cc4ccccc4)c(C)nc4ncnn34)CC2)cc1OC (stereo not drawn)	-4	71*	16	47*	18	-2	-44	-3
Cc1oc2c(c1C(=O)Nc1cccnc1)C1=NC(C)(C)CN1C=N2	2	11	2	0	1	1	10	-2
CCOc1ccc(NC(=O)Nc2cccc(C(C)=O)c2)cc1	1	-10	30	-10	-5	0	0	0
CC(=O)c1nn(-c2ccc(F)cc2)nc1Nc1cccc2ncccc12	-4	-4	-11	-3	-6	-3	-2	1
CC(=O)N1CCC(N2CCC[C@H]2c2nc(-c3ccc(OC4CCCCC4)nc3)no2)CC1	-36	-48	-13	-25	-19	-3	-3	-7
O=C1NCc2ccccc2CC12CCCN(Cc1ccc(O)cc1)C2 (stereo not drawn)	3	5	0	6	4	-2	12	0
O=[N+]([O-])c1ccc(-c2noc(-c3ccno3)n2)o1	-11	-28	-6	-19	-5	0	-218	2
CC1(C)Cc2nc3sc(C(=O)NCCO)c(N)c3cc2CS1	0	8	-113	4	7	0	4	1
COc1ccc(Cl)cc1NS(=O)(=O)c1ccc2c(c1)NC(=O)CCS2	-4	-11	2	1	-1	0	-7	2

Random excerpt: seven entries already listed
SMILES	USP7 block	USP30 block	USP28 block	USP17 block	OTUD3 block	UCHL1 block	USP8 block	USP10 inh
CC(=O)c1nn(-c2ccc(F)cc2)nc1Nc1cccc2ncccc12	-4	-4	-11	-3	-6	-3	-2	1
O=C(NCCc1ccc(Cl)cc1)C1CCCN(S(=O)(=O)N2CCCCC2)C1 (stereo not drawn)	-36	-11	0	2	0	1	-4	-2
CC1(C)Cc2nc3sc(C(=O)NCCO)c(N)c3cc2CS1	0	8	-113	4	7	0	4	1
CCOc1ccc(NC(=O)Nc2cccc(C(C)=O)c2)cc1	1	-10	30	-10	-5	0	0	0
Cc1ccc(NC(=O)c2cnc(N3CCN(C)CC3)nc2C)cc1	1	-2	0	7	5	1	-5	1
Cc1oc2c(c1C(=O)Nc1cccnc1)C1=NC(C)(C)CN1C=N2	2	11	2	0	1	1	10	-2
CC(=O)N1CCC(N2CCC[C@H]2c2nc(-c3ccc(OC4CCCCC4)nc3)no2)CC1	-36	-48	-13	-25	-19	-3	-3	-7

Arranged by the number under USP7 block (highest first): some entries from above
SMILES	USP7 block	USP30 block	USP28 block	USP17 block	OTUD3 block	UCHL1 block	USP8 block	USP10 inh
O=C1NCc2ccccc2CC12CCCN(Cc1ccc(O)cc1)C2 (stereo not drawn)	3	5	0	6	4	-2	12	0
Cc1oc2c(c1C(=O)Nc1cccnc1)C1=NC(C)(C)CN1C=N2	2	11	2	0	1	1	10	-2
COc1ccc(S(=O)(=O)NCC(c2ccc3c(c2)OCO3)N2CCN(C)CC2)cc1 (stereo not drawn)	0	2	0	-4	-4	0	0	0
CC(=O)c1nn(-c2ccc(F)cc2)nc1Nc1cccc2ncccc12	-4	-4	-11	-3	-6	-3	-2	1
O=[N+]([O-])c1ccc(-c2noc(-c3ccno3)n2)o1	-11	-28	-6	-19	-5	0	-218	2
CC(=O)N1CCC(N2CCC[C@H]2c2nc(-c3ccc(OC4CCCCC4)nc3)no2)CC1	-36	-48	-13	-25	-19	-3	-3	-7

New compounds follow.
SMILES	USP7 block	USP30 block	USP28 block	USP17 block	OTUD3 block	UCHL1 block	USP8 block	USP10 inh
CCN1CCN(C(=O)CCC2CCCN(c3cc(NC4CC4)ncn3)C2)CC1 (stereo not drawn)	-8	5	11	0	14	1	-70	1
CCCSc1nc(SCC(=O)NCc2ccccc2)c2c3c(sc2n1)COC(C)(C)C3	-1	0	-1	-7	1	-1	-3	-2
CCNC(=O)c1cccc(Nc2c(-c3ccc(OC)cc3)nc3cnccn23)c1	0	-121	-50	-41	-26	-1	-9	-3
O=C(c1ccccc1)C1CCN(S(=O)(=O)c2ccc(Cl)cc2)CC1	-7	31*	14	12	7	5	0	8
CCC(=O)C1(C)OC1C(C)CC(C)C1OC(=O)CC2(O)CC=C(C)C(O2)/C(C)=C/CCCC(O[C@H]2C[C@@H](OC(N)=O)[C@H](O)[C@@H](C)O2)/C=C/C(C)C(O)C1C (stereo partly drawn)	16	-4	5	14	12	9	8	0
COc1ccc(-n2c(C)c(C)c3c(NCCCN(C)C)ncnc32)cc1	-4	1	5	-8	-1	1	-1	0
Cc1cc(F)ccc1S(=O)(=O)Nc1cccc(N2CCCS2(=O)=O)c1	0	0	9	6	10	0	15	-1
Cc1cc(-c2cnc(NC3CC3)nc2C2CCN(C(=O)c3ccccn3)CC2)on1	3	20	6	9	9	2	6	2
CCOC(=O)C1CCN(c2nc(CN3CCOCC3)nc3scc(-c4ccccc4)c23)CC1	0	0	-4	-4	-2	4	9	-2
CN1CCN(C(=O)Cn2cccc2-c2nc(-c3ccccc3)cs2)CC1	-3	-3	0	0	11	3	23	-4
Cc1cc(C)n(CC2CCCCN2C(=O)c2ccc(C)n(C)c2=O)n1 (stereo not drawn)	-1	-8	-11	-4	-7	-3	-1	2
O=C1CC(c2nc3ccccc3[nH]2)CN1c1cccc2ccccc12 (stereo not drawn)	-17	-1	0	-5	0	3	8	-2
CC(NC(=O)c1ccccc1F)c1nnc(SCC(=O)Nc2ccccc2F)n1C (stereo not drawn)	-5	2	-11	-9	1	-3	-1	4
O=C(CSc1ccc2nnc(CCNC(=O)c3ccccc3)n2n1)NC1CCCCC1	-8	9	4	14	5	2	17	7
CC(C)NC(=O)[C@H]1C[C@@H]2CN(C(=O)NCC3CCCCC3)C[C@H]1O2	-1	2	-10	-2	-2	-1	-4	1
Cn1c(=O)n(CCc2ccccc2)c(=O)c2c1nc1n2CCN1c1ccc(F)cc1	6	10	7	3	4	1	-1	-1
COc1ccc(C2=CC(c3ccco3)n3ncnc3N2)cc1OC (stereo not drawn)	-137	-484	-131	-120	-116	-155	-145	-8
COc1ccc(N2C(=O)CSC2CCCN(C)C)c(OC)c1 (stereo not drawn)	2	-6	-6	-13	-10	-2	-1	1
Cc1cccc2[nH]c(C(=O)N3CCn4c(nnc4C4CCCN(C)C4)C3)cc12 (stereo not drawn)	4	2	8	0	1	1	8	1
CNC(=O)C1Cn2ccnc2C2(CCN(C(=O)Cc3cccc(OC)c3)CC2)O1 (stereo not drawn)	0	-27	-16	-63	-8	-5	-234	0
CC(=O)c1nn(-c2cc(C)cc(C)c2)c(=O)[nH]c1=O	4	6	14	12	2	0	16	4
Cc1ccccc1NC(=O)C(C)c1c(C)n[nH]c1C (stereo not drawn)	4	15	4	5	5	1	1	0
CCSc1nc(NCC(C)O)c2c3c(sc2n1)COC(C)(C)C3 (stereo not drawn)	-19	-125	-45	-60	-37	-3	-56	-6
Cc1c(C(N)=O)nnc2cc(-c3ccccc3)nn12	-1	-243	-21	17	-49	-6	-5	-7
COc1cccc(CN2CCC3(CC2)OC(C(=O)NCc2ccccc2)Cn2ccnc23)c1 (stereo not drawn)	-2	-5	-5	-27	-4	-1	-93	0
O=C(C1CC1)N1CCCC(Cc2cc(-c3ccccc3F)no2)(C(=O)O)C1 (stereo not drawn)	1	7	9	9	5	-1	17	-1
Cc1nc(N2CCOCC2)ncc1-c1cc(=O)[nH]c(N2CCc3ccccc32)n1	2	-9	0	0	-4	0	4	3
CCOc1ccccc1C(=O)Nc1cccn2nc(C3CC3)nc12	8	-43	-4	-19	-12	0	0	0
c1ccc(C2(c3nnc(C4CC4)o3)CCOCC2)cc1	-2	-7	-10	·	-3	-2	-3	-2
O=C(c1ccnnc1)N1CCCC1c1ncc(Cc2ccccc2Cl)o1 (stereo not drawn)	-3	-10	-20	-23	-15	-6	-19	-2
COc1ccc(OC)c(S(=O)(=O)Nc2cccc(-c3nc4cccnc4s3)c2)c1	-7	-44	9	-11	-7	7	17	6
Cn1c(CCc2ccc(NC(=O)Nc3ccc4c(c3)OCO4)cc2)nc2ccccc21	4	-23	-7	-4	0	-4	5	1
O=C(NCc1ccco1)c1ccc(Oc2cc(Cl)cc(Cl)c2)o1	1	·	·	37*	2	3	10	13
COc1cccc(CN2CCOC(CCc3cc(=O)[nH]cn3)C2)c1F (stereo not drawn)	3	24	0	12	11	3	2	0
NC(=O)c1nc(Nc2ccccc2)sc1N	-1	-17	-7	-6	-6	-1	-5	-3
Cc1cccc(CSc2nc3c(=O)n(C)c(=O)n(C)c3n2C)c1	-3	10	-8	2	-5	-3	-8	0
N#Cc1cccc(NC(=O)Nc2nnc3cccc(Cl)n23)c1	1	-22	-11	0	-3	-5	-6	-5
Cc1noc(C)c1CN1CCC(NC(=O)c2ccc3[nH]ccc3c2)C1 (stereo not drawn)	4	-6	0	-8	0	1	-13	-1
Cn1nc(-c2ccccc2)c(COC(=O)c2ccc([N+](=O)[O-])cc2)c1Cl	6	11	-3	60*	18	7	5	8
COc1ccc2nc(NC(=O)C3CCCN(S(=O)(=O)c4cnc[nH]4)C3)sc2c1 (stereo not drawn)	2	28	0	15	7	3	10	2
O=C(c1noc2ccc(S(=O)(=O)Nc3ccccc3F)cc12)N1CCOCC1	-2	6	-4	0	-2	-1	-11	0
O=C(O[C@@H]1C[C@H]2C(=O)N[C@H](Cc3ccccc3)C(=O)N2C1)c1ccccc1	3	11	3	8	4	4	10	1
CCC(C)c1nnc(-c2cnc3onc(C4CC4)c3c2)o1 (stereo not drawn)	-122	0	-7	0	0	1	-1	0
Cc1cc(C)n(CC2CN(Cc3nc(-c4ccoc4)no3)CCO2)n1 (stereo not drawn)	0	0	0	0	5	0	-5	-1
O=C(Nc1ccccc1)c1c(O)c2cnn(Cc3ccccc3)c2[nH]c1=O	5	-4	-4	2	-3	0	57*	3
Cn1c(=O)c2c(C(=O)N3CCN(c4ccccc4)CC3)cc(=O)n(C)c2n(C)c1=O	-6	-36	-23	-22	-20	-3	-34	-3
Cc1cc(OCC(=O)N2CCCCC2)c(C(C)C)cc1Cl	-19	0	0	2	2	2	4	4
CC(=O)NC(Cc1ccccc1)C(=O)NC1CCN(C(=O)Nc2ccc(C)cc2)CC1 (stereo not drawn)	-7	22	2	11	6	3	4	3
COc1ccccc1NC(=O)C(C)OC(=O)c1ccc2ncsc2c1 (stereo not drawn)	-2	-41	-10	-8	-11	-3	-8	-4
c1cncc(-c2cnc3sc(NCc4ccc5c(c4)OCO5)nn23)c1	4	101*	87*	61*	60*	3	37*	30*
COc1ccc(CNC(=O)c2nc(N3CCOCC3)c3ccccc3n2)cc1	-1	7	2	10	-11	1	3	-1
O=C(c1ccncc1)c1c[nH]c2ccc(Br)cc2c1=O	0	·	·	14	1	0	-4	-1
CN(Cc1ccccc1)c1nnc(N)s1	-1	-6	-5	-4	-10	-2	2	0
COc1ccc(NC(=O)c2cc(-c3ccccc3)c(N3CCOCC3)s2)c(OC)c1	11	24	12	15	8	5	20	3
COc1ccc(C(N)=O)c(OCc2noc(-c3ccccc3Cl)n2)c1	3	-127	-28	-25	-17	0	7	-6
